NPSR antagonist = blocks cAMP signaling of the human neuropeptide S receptor. CHO-NPSR cells, cAMP TR-FRET, antagonist mode. AID 1461. hit rate 1% among 220,000. Potency, µM (highest dose often 38.3 µM), inactives show at the top dose activity change, negative = inhibition, hits mostly inhibitors; also: potency is read from the fitted curve at half-maximal effect; % is scaled to controls: 0 for no effect and ±100 for the full control effect; nearly all actives have a fitted effect of over 50% in size; many of its hits are not listed in these tables
Target sequence (Q6W5P4 whole entry, looked up): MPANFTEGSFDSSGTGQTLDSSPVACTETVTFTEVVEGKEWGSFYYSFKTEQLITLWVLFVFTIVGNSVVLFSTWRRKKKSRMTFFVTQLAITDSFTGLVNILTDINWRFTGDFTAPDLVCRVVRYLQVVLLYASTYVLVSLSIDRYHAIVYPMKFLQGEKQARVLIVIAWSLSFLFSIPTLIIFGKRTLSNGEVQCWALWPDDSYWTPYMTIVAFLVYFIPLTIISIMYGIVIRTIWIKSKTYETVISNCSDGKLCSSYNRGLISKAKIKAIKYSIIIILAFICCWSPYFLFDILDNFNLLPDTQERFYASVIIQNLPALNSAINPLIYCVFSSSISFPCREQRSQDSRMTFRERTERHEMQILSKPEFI
Luc counter = counter-screen: inhibitors of Kinase-Glo firefly luciferase; Q27757; Kinase-Glo luciferase, ATP luminescence, 8 min; Potency, µM (titrated, usually from 38.3 µM), inactives show top-dose activity change, negative = inhibition, most hits filed as inhibitors; hit rate 0.28% among 200,000; also: potency is read from the fitted curve at half-maximal effect; % is scaled to controls: 0 for no effect and ±100 for the full control effect; nearly all actives have a fitted effect of over 60% in size
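Kinase-Glo luciferase light output from ATP and luciferin was measured with 10 uM ATP, within the enzyme's linear range. Buffer: 50 mM imidazole pH 7.2, 50 mM KCl, 7 mM MgCl2, 0.01% Tween 20, 0.05% BSA; luminescence read after 8 min at ambient temperature.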
L3MBTL1 block = blocks human L3MBTL1 | hit rate 0.66% among 230,000 | Potency, µM (top dose mostly 57.1 µM), for inactives: at the highest dose activity, negative = inhibition, most hits filed as inhibitors | AID 485360 | AlphaScreen L3MBTL1–H3K9me1 peptide binding; also: potency is read from the fitted curve at half-maximal effect; % is scaled to controls: 0 for no effect and ±100 for the full control effect; nearly all actives have a fitted effect of over 60% in size
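First, the protein-peptide complex forms for 30 min at room temperature (L3MBTL1 50 nM, biotinylated H3K9me1 peptide 75 nM). Next, compounds are pin-transferred and incubated 30 min. Finally, AlphaScreen beads are added and read after 30 min.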
Epigenetic reg = derepresses silenced GFP reporter in murine cells. hit rate 0.2% among 280,000. Potency, µM (highest dose often 53.9 µM), inactives show at the top dose GFP activation, most hits filed as activators. murine LDR cells, GFP reporter derepression, 30 h. AID 1865; also: potency is read from the fitted curve at half-maximal effect; % of control where 0% means no effect; nearly all actives have a fitted effect of over 60% in size
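Murine LDR cells bearing a silenced CMV-driven GFP reporter were exposed to compound for 30 h at 37 C. After PBS washes, GFP-positive cells (20-120 um objects) counted by laser-scanning microplate cytometry.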
HttQ103 aggreg = inhibitors of mutant huntingtin aggregate formation in PC12 cells; AID 1688; Potency, µM (top dose mostly 46.1 µM), inactives show at the top dose activity change, negative = inhibition, usual class: inhibitors; hit rate 1.1% among 220,000; PC12 HttQ103-GFP aggregates, Acumen cytometry, 40 h; also: potency is read from the fitted curve at half-maximal effect; % is scaled to controls: 0 for no effect and ±100 for the full control effect; nearly all actives have a fitted effect of over 60% in size
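Aggregate formation scored by laser-scanning cytometer (488 excitation, 500–530 emission) in lysed PC12 cells expressing Q103-GFP after 100 nM tebufenozide induction; library tested in dose series, with ATPLite reagent added in the multiplex.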
IMPase Li inh = cell-permeable IMPase inhibitors with lithium potentiation. CHO-M1 cells, IP1 TR-FRET (IP-One), carbachol + lithium. Potency, µM (series often up to 59.4 µM), for inactives: top-dose activity, negative = IMPase inhibition, usual class: inhibitors. hit rate 0.35% among 210,000. AID 1457;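 also: IP1 builds up when IMPase is blocked and the TR-FRET signal falls; potency is read from the fitted curve at half-maximal effect; plate controls were basal vehicle for no effect and high inhibitor control for full effect; nearly all actives have a fitted effect of over 50% in size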
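Lithium-sensitised IP1 accumulation assay; M1-expressing CHO cells treated 30 min at 37C with compound. Competitive antibody detection by time-resolved FRET followed a 10 min room-temperature lysis step.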
CBFb-RUNX1 inh = inhibitors of human CBF-beta and RUNX1 interaction; AlphaScreen CBFb-His/RUNX1-biotin binding, biochemical; 230,000 tested, under 10 active; Q01196+Q13951; Potency, µM (series often up to 59.8 µM), for inactives: at the highest dose activity, negative = inhibition, hits mostly inhibitors; also: % of control where 0% means no effect
Target sequence (Q01196 whole entry, looked up): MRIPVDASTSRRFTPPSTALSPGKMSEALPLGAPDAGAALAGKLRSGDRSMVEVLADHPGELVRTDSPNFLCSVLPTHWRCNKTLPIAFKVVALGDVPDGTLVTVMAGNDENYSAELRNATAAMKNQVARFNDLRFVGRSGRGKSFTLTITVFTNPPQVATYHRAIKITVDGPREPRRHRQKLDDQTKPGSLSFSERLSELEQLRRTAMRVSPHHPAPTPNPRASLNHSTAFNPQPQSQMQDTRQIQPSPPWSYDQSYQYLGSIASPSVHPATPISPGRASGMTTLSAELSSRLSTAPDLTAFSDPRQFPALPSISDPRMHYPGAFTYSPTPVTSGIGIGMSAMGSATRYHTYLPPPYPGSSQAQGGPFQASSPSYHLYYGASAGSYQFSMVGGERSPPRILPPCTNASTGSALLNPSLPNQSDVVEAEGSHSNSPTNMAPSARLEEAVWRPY
Target sequence (Q13951 whole entry, looked up): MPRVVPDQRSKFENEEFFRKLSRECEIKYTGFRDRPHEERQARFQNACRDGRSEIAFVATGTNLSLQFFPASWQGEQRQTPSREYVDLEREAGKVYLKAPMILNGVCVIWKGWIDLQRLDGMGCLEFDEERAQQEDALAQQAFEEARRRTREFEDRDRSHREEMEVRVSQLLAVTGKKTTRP
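AlphaScreen proximity signal reports loss of binding between His-tagged CBF-beta and biotin-labelled RUNX1, each at 30 nM. Proteins are pre-associated for 20 minutes, compounds added for 15 minutes, then beads for 90 minutes, all at ambient temperature.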
* = called active by the depositor; u = inconclusive; x = not tested or not shown; [ ] = dose if it differs, or a comment. Calls follow the shape of the dose curve; as a rule, active = well fitted curve in the direction sought with a large enough effect; inconclusive = small, poorly fitted or top-dose-only effect, or another doubt; inactive = no such curve, though single readings can be large; an effect the other way counts as inactive or inconclusive. Only part of the results is shown, so the mix of outcomes need not match the whole.

Second line of a record: NPSR antagonist	Luc counter	L3MBTL1 block	Epigenetic reg	HttQ103 aggreg	IMPase Li inh	CBFb-RUNX1 inh
> COc1ccc(/C=C2/SC(=O)NC2=O)cc1
    47.8%	0.9%	2.1%	-4.0%	3.9%[9.22 µM]	7.2%	0.4%
> C[N+](C)(C)C/C=C1/COCO1
    0.2%[46.1 µM]	-5.2%	2.9%	-2.2%	-1.4%	-2.8%[38.3 µM]	3.2%
> COCCSc1ccccc1C(=O)Nc1nnc(C)s1
    -3.2%[46.1 µM]	-0.3%	7.0%	0.0%	-7.3%	18.1%[38.3 µM]	9.0%
> O=C(N/N=C/c1ccc[nH]1)c1cccc([N+](=O)[O-])c1
    5.8%	2.2%	-9.8%	1.0%	-4.0%	3.0%	-1.2%
> CCOC(=O)C(NC(=O)Nc1ccc(O)cc1)(c1ccccc1)C(F)(F)F (configuration not stated)
    -12.3%	2.7%	-5.5%	0.0%	15.2%	0.0%	4.0%
> Cn1cccc1C(=O)N1CCN(c2cccc(C(F)(F)F)c2)CC1
    -5.2%[46.1 µM]	0.0%	x	0.0%	-5.5%	20.0%[38.3 µM]	-15.8%
> CC1(C)CC2CC(C)(CN2C(=O)COC(=O)Cn2[nH]c(=O)c3ccccc3c2=O)C1 (configuration not stated)
    -11.2%[46.1 µM]	-1.8%	0.3%	-1.0%	20.0%[9.22 µM]	11.7%[38.3 µM]	4.1%
> CCc1nc2oc3ccccc3c(=O)c2c(=O)n1-c1ccc(C)cc1
    21.9%	x	u	-1.0%	-1.0%[9.22 µM]	x	-19.4%
> C=CCN1c2ccccc2[C@]23C[C@@H](C(=O)OC)N(S(=O)(=O)c4c(C)noc4C)C2=NC(C(=O)OC)=C(C(=O)OC)[C@H]13
    x	-1.7%[7.66 µM]	x	x	x	3.0%	-4.5%[13.1 µM]
> CCCCN(CCCC)S(=O)(=O)c1ccc2oc(C(=O)N3CCOCC3)c(C)c2c1
    u	-2.1%	-5.3%	-3.2%	-15.5%	37.2%[activator][38.3 µM]	4.2%
> CCc1ccc(NC(=O)C[n+]2cc(-c3ccc(C)cc3)n3c2CCC3)cc1
    u	x	7.9%	2.5%	-1.1%[9.22 µM]	x	5.4%
> Cc1ccc(C)c(OCCCNC2CCCC2)c1C
    -9.2%	-2.0%	-10.4%	-1.5%	u	12.1%	10.1%
> Cc1cc(Nc2ccc(Cl)cc2)nc(NCc2ccccc2)n1
    -28.5%	-2.3%	-0.8%	0.0%	u	-2.5%	6.3%
> Cc1ccc(Cl)cc1NC(=O)COC(=O)c1ccccc1O
    -4.5%	x	-1.6%	0.0%	-0.3%[9.22 µM]	x	-2.2%
> O=C1CC(N2CCN(c3cccc(C(F)(F)F)c3)CC2)C(=O)N1c1ccccc1 (configuration not stated)
    -13.8%[46.1 µM]	0.3%	x	2.0%	4.8%	18.8%[38.3 µM]	6.9%
> CCCCCCCC(=O)NNC(=O)CCC(=O)O
    -2.1%[46.1 µM]	1.0%	4.1%	1.0%	1.4%	-10.3%[38.3 µM]	3.5%
> COc1ccc(-c2c([C@H]3[C@H]4C=CC[C@@H](C)[C@@H]4C(=O)N3Cc3ccccc3)ccc3ccccc23)cc1OC
    6.31µM*	x	x	-2.0%	20.4%[9.22 µM]	x	-7.4%
> Cc1ccc(S(=O)(=O)c2ccccc2)cc1S(=O)(=O)N1CCOCC1
    -12.5%[46.1 µM]	0.3%	37.7%[activator]	0.0%	-15.6%	13.5%	-3.1%
> CCOC(=O)Cn1nnnc1CN(CCc1ccccc1)Cc1cc2cc(CC)ccc2[nH]c1=O
    u	18.5%	x	0.0%	9.7%	37.4%[activator][38.3 µM]	-6.9%
> Clc1cccc(Oc2cnns2)c1Cl
    -10.5%[46.1 µM]	1.8%	-7.5%	-1.8%	7.8%	13.2%[38.3 µM]	-2.9%
> CS(=O)(=O)N1CCCC(C(=O)NCCCN2CCOCC2)C1 (configuration not stated)
    -28.5%[46.1 µM]	7.8%	4.0%	-1.1%	-0.3%	-1.2%[38.3 µM]	3.5%
> Cn1cccc1C1Nc2ccccc2NC2=C1C(=O)CC(C)(C)C2 (configuration not stated)
    -14.6%[46.1 µM]	-1.8%	x	1.4%	u	30.5%[38.3 µM]	-3.6%
> CC(=O)c1ccc(OC(C)C)c(CSC(=N)N)c1
    6.6%	0.5%	-0.3%	-1.1%	x	6.6%	11.0%
> COc1ccc(NC(=O)CSc2nnc(-c3ccccn3)n2N)c(OC)c1
    -26.2%[46.1 µM]	-1.9%	u	2.2%	-11.7%	-19.4%[38.3 µM]	-5.2%
> COc1ccc(OC)c(NC(=O)CN(c2ccc(C(C)C)cc2)S(=O)(=O)c2c(C)noc2C)c1
    -18.7%[46.1 µM]	-0.8%	-8.2%	1.0%	-1.3%	23.8%[38.3 µM]	-11.8%
> COc1ccc(C(=O)N2CCN(c3cnn(-c4ccccc4)c(=O)c3Cl)CC2)cc1
    -22.5%	1.7%	x	-0.7%	18.3%	-0.7%	5.3%
> CCOC(=O)c1sc(NCCNc2nc(C)c(C(=O)OCC)s2)nc1C
    12.7%[46.1 µM]	1.0%	5.1%	2.8%	0.2%[9.22 µM]	-1.3%[38.3 µM]	-5.7%
> O=C(CN(c1ccc(F)cc1)S(=O)(=O)c1ccc2c(c1)OCCO2)Nc1cccnc1
    -14.0%[46.1 µM]	4.4%	x	0.0%	9.2%	21.0%[38.3 µM]	3.8%
> Cc1ccc(NC(=O)c2ccc(OC(F)(F)F)cc2)cc1S(=O)(=O)N(C)C
    -2.8%	-4.2%	1.9%	0.0%	1.2%	2.0%	-5.1%
> O=C(Cc1cccs1)Nc1nc(-c2ccc(F)cc2F)cs1
    u	-1.7%	x	-2.6%	-31.1%	-2.5%[38.3 µM]	7.9%
> O=c1cc(O)c2ccccc2n1Cc1ccccc1F
    5.9%	0.3%	-7.9%	0.2%	11.4%	0.8%	4.7%
> Cc1cc(-c2csc(N)n2)c(C)n1CCc1ccccc1
    -15.3%[46.1 µM]	-4.5%	x	-1.0%	20.9%	36.2%[activator][38.3 µM]	-16.5%
> Cc1ccc2nc(NC(=O)c3cc(-c4ccco4)nc4ccccc34)sc2c1
    -5.0%[46.1 µM]	0.1%	9.1%	1.3%	-16.8%	6.4%	0.9%
> COc1cc2ccccc2cc1C(=O)NC(=S)Nc1nnn(C)n1
    -5.4%	-2.7%	10.6%	-1.3%	-1.5%	-16.4%	-8.7%
> CC(C)OC(=O)CC12CN(C)CC(CC(=O)OC(C)C)(CN(C)C1)C2=O
    -4.1%[46.1 µM]	-0.1%	-5.0%	-2.3%	8.4%	-4.9%[38.3 µM]	4.3%
> CCCCNC(=O)CCc1nc2cccnc2n1Cc1ccc(OC)cc1
    -14.5%[46.1 µM]	5.1%	x	-1.4%	-6.9%[9.22 µM]	-5.2%[38.3 µM]	-1.8%
> CCn1c(Sc2ccc([N+](=O)[O-])cn2)nnc1-c1ccco1
    -12.1%	-0.9%	8.3%	7.2%	26.0%[9.22 µM]	-4.6%	1.1%
> O=C(NCCO)c1ccc2c3n(nc2c1)-c1ccccc1CO3
    -0.1%	x	x	-4.8%	-20.4%[9.22 µM]	x	11.1%
> Cc1ccc(-n2c(Cc3ccccc3)n[nH]c2=S)cc1
    -13.9%[46.1 µM]	-2.1%	0.2%	-1.2%	-5.6%	11.8%[38.3 µM]	0.9%
> COc1ccc(C2C3=C(CC(C)(C)CC3=O)Nc3c2c(=O)[nH]c(=O)n3Cc2ccccc2)cc1OC (configuration not stated)
    -9.5%[46.1 µM]	1.4%	13.3%	4.9%	0.9%	-0.7%	12.1%
> COc1ccc(/C=C/C(=O)c2ccccc2O)cc1CN1CCOCC1
    -10.3%[46.1 µM]	-1.8%	x	0.0%	17.8%	12.5%[38.3 µM]	-1.4%
> CCC(Oc1ccccc1)C(=O)N(Cc1ccccc1)c1ccccn1 (configuration not stated)
    -18.8%	-0.2%	11.7%	-3.2%	1.6%	5.1%	15.9%
> CC(=O)OCCNc1cc(SCc2ccco2)c2nonc2c1[N+](=O)[O-]
    -20.4%	1.8%	-7.0%	u	3.3%	18.0%	u
> CCOC(=O)c1c(NC(=O)C(C)Sc2cn(C)c3ccccc23)sc2c1CCC2 (configuration not stated)
    -27.0%	13.9%	-1.5%	4.6%	3.8%	11.3%	2.6%[2.36 µM]
> O=C(Cn1c(-c2ccccc2Cl)nc2ccccc21)Nc1cccc(Cl)c1
    -38.5%	0.4%	-5.0%	0.0%	-41.8%	13.4%	2.4%
> Cc1cccc(NC(=O)CSc2nnc(-c3ccncc3)n2C)c1
    -5.3%[46.1 µM]	-2.7%	-5.2%	12.0%	-7.3%[9.22 µM]	3.3%[38.3 µM]	-1.5%
> C[C@](N)(COP(=O)(O)O)C(=O)O
    x	2.7%	x	1.0%	x	10.8%	-0.8%[21.7 µM]
> COc1ccccc1N/C(=N/S(=O)(=O)c1ccc(C)cc1)c1ccccc1
    -8.6%	0.0%	1.6%	-1.1%	11.7%	9.1%	0.6%
> OCCC1CN(Cc2cnc(N3CCCC3)s2)CCN1C1CCCC1 (configuration not stated)
    -11.2%	0.7%	-6.2%	-0.4%	6.1%[9.22 µM]	26.6%	-1.7%
> CCOc1ccc(NC(=O)CNC(=O)c2cccs2)cc1
    6.1%	2.5%	1.6%[11.4 µM]	-0.1%	14.7%	2.8%	2.1%
> Cc1ccccc1-c1nnc(SCC(=O)Nc2ccc3c(c2)OCCO3)n1N
    1.8%[46.1 µM]	12.5%	4.2%	-0.7%	3.3%	-9.0%[38.3 µM]	6.0%
> CCOC(=O)/C(C)=N/NC(=O)c1cccc([N+](=O)[O-])c1
    -2.8%	-2.7%	x	1.8%	-13.4%	-1.6%	0.9%
> COCCNC(=S)N/N=C(\C)c1cccc([N+](=O)[O-])c1
    4.9%	-0.9%	-3.2%	-3.0%	6.9%	-1.8%	-4.5%

As entered above:
For L3MBTL1 block, COc1ccc(C2C3=C(CC(C)(C)CC3=O)Nc3c2c(=O)[nH]c(=O)n3Cc2ccccc2)cc1OC (configuration not stated) has 13.3%
For NPSR antagonist, Clc1cccc(Oc2cnns2)c1Cl has -10.5%[46.1 µM]

Screens from PubChem BioAssay.
